Screening results: PubChem, several laboratories
HIF activator: HIF pathway transcriptional activation | U2OS HRE-luciferase reporter, luminescence; normalized: DMSO 0%, desferrioxamine 100% | hit rate 0.32% among 300,000 | activation, % at 7.5 µM (by protocol);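 active = mean activation of at least 10% of the iron chelator positive control signal, with at least half of replicates also reaching 10%; inconclusive = mean and replicate majority disagree about reaching 10%; inactive = mean and most replicates under 10%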
KLF5 inhibitor: kruppel-like factor 5 inhibition; inhibition, % at 5 µM; AID 1700; DLD-1 KLF5 promoter-luciferase reporter, luminescence; hit rate 0.23% among 290,000;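 active = inhibition above a per-plate limit of that plate's mean compound inhibition plus 3 SD, cut at about 60% in these data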;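 note: 0% = DMSO wells and 100% = LY294002 at 200 µM; higher means less KLF5 promoter-driven luciferase light; inactives centre near -14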
HDAC3 inhib: blocks human histone deacetylase 3 | O15379 | hit rate 0.15% among 320,000 | AID 2718 | recombinant HDAC3, fluorogenic peptide/trypsin coupled, fluorescence | inhibition, % at 8.3 µM; in the data active = inhibition above about 26%, passing the limit was not always enough; inconclusive = no clear call, values can overlap the other calls
Target sequence (O15379 whole entry, looked up): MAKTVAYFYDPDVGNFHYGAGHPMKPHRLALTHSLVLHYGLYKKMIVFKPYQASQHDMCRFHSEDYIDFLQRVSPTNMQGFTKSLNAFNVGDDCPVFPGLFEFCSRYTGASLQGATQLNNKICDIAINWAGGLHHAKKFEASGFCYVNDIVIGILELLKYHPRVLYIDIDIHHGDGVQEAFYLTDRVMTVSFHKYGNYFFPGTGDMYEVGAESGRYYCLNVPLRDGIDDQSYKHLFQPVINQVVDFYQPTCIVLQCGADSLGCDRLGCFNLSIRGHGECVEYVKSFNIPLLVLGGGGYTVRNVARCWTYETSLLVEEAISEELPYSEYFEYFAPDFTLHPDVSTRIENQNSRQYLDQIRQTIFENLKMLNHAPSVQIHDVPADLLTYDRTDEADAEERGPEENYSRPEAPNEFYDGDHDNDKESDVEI
HSF1 activator: increases HSF-1 driven luciferase reporter signal; hit rate 1.7% among 300,000; NIH3T3-HGL HSF-1 luciferase reporter, MG132, 8 h; 100% = twice DMSO control signal; activation, % at 9 µM;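 active = mean replicate activation of at least 50% with a set share of replicates each reaching 50%; inconclusive = only one of those two conditions met; inactive = mean below 50% and too few replicates reaching it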;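 note: 0% = median of the neutral control wells and 100% = twice that signal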
Platelet DG rel: modulates dense granule release in human platelets; human platelet-rich plasma, SFLLRN dense granule ATP release, luminescence; inhibition, %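 (compounds screened at 7.5 µM in platelet-rich plasma)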; hit rate 0.22% among 300,000;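 active = mean replicate score, as percent of positive control, at or above 50; inconclusive = mean below 50 but at least one replicate at or above 50; inactive = mean and every replicate below 50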
IEC-6 tox: IEC-6 cytotoxicity, counter-screen for KLF5 inhibitors; hit rate 0.78% among 290,000; luminescence viability; inhibition, % at 5 µM; in the data active = inhibition above about 22%;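 note: 0% = plate median of test compound wells and 100% = cytotoxic reference compound wells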
AI-2 QS modul: Vibrio harveyi AI-2 quorum sensing modulation; Vibrio harveyi JMH597 AI-2 luminescence/OD600 ratio, 9 h; hits give low values; strain lacks LuxN and CqsS sensors; 0 = neutral-control median; activity change, % at 7.5 µM; hit rate 0.4% among 300,000; in the data active = activity change below about -75%, passing the limit was not always enough; inconclusive = no clear call, values can overlap the other calls;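 note: luminescence divided by OD600 gain over 9 h not by final OD600 alone; inactives centre near 13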
HSF1 inh: HSF1 inhibition | NIH3T3-HGL HSE-luciferase, MG132-induced, luminescence 8 h; hits give low values | activity change, negative = inhibition, % at 7.5 µM (by protocol) | hit rate 0.77% among 300,000;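 active = more than half of replicate wells show activity change below -50%, luminescence cut by over half; inconclusive = some wells, but at most half, below -50%; inactive = no replicate well below -50%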;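 note: luciferase reports HSF-1 transcriptional activity via heat shock element; 0% = median of DMSO wells and -100% = zero luminescence signal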
HSP90 refold inh: blocks HSP90-mediated luciferase refolding in reticulocyte lysate; hit rate 0.91% among 290,000; AID 1789; inhibition, % at 5.6 µM; Rabbit reticulocyte lysate, luciferase refolding luminescence, 3 h;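 active = inhibition above the screen-wide mean plus 3 SD, computed separately per campaign, cut at about 16% in these data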;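 note: 0% = DMSO wells and 100% = 60 µM geldanamycin wells; inhibitors lower the luminescence because luciferase stays unfolded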
aSyn 5UTR inh: MLPCN primary screen, SNCA 5' untranslated region. alpha-synuclein 5'UTR reporter, inhibitor activity. inhibition, % (tested at 7.5 µM). hit rate 0.82% among 300,000; in the data active = inhibition above about 60%; inconclusive = no clear call, values can overlap the other calls;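 note: H4 neuroglioblastoma cells stably carrying SNCA 5'UTR luciferase fusion; 0% = DMSO wells and 100% = positive control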
Numbers without * were called inactive; ? = inconclusive; . = not tested or not shown.

SMILES	HIF activator	KLF5 inhibitor	HDAC3 inhib	HSF1 activator	Platelet DG rel	IEC-6 tox	AI-2 QS modul	HSF1 inh	HSP90 refold inh	aSyn 5UTR inh
Cc1csc(SCC(=O)NC(=O)NC2CCCC2)n1	-0.2	1	0	?	-3	1	15	7	0	8
CCOC(=O)C1CCN(S(=O)(=O)c2ccc(-c3ccccn3)s2)CC1	0.0	-3	-1	16	4	5	32	-5	5	4
C=C(C)C1(O)OC(=O)C=C1OC (stereo not drawn)	-1.1	-14	-6	8	-5	3	-33	11	2	-60
COc1cc(OC)cc(-c2nnc(NC(=O)CCS(=O)(=O)c3ccc(C)cc3)o2)c1	-0.4	.	-2	4	7	.	4	8	.	8
CCCC(=O)Nc1ccc(C(=O)n2nnc3ccccc32)cc1	-0.5	-13	75*	-5	2	4	14	-4	6	2
CC(C)(C)CN1CCNC(=O)C1CC(=O)N1CCC(C(=O)N2CCOCC2)CC1 (stereo not drawn)	-0.5	-9	-19	1	-5	6	-7	-5	0	-11
COc1ccc(N(CC(=O)NC2CCCC2)S(=O)(=O)c2c(C)[nH]c(=O)[nH]c2=O)cc1	-0.2	10	-1	-1	-7	3	17	-4	3	14
CN(C)c1ccc(/C=C2/SC(=O)N(CCN=C3NS(=O)(=O)c4ccccc43)C2=O)cc1	0.5	-20	1	4	5	-6	21	6	-4	-66
CC(Oc1ccc2c3c(c(=O)oc2c1)CCCC3)C(=O)NCc1cccnc1 (stereo not drawn)	-0.2	11	-2	5	2	10	8	0	2	3
O=C(c1cccs1)C1CCCN(Cc2nc(Cc3ccccc3F)no2)C1 (stereo not drawn)	-0.1	-26	3	-6	10	8	-4	-1	2	19
COc1ccccc1Nc1nnc(C)c(=O)[nH]1	0.9	2	-10	6	0	-5	3	10	-2	2
CCNc1ccc(Br)cc(C(=O)/C=C/c2c(Cl)cccc2Cl)c1=O	1.0	-14	-3	73*	-4	5	15	49	7	-133
COC(=O)CCCn1nc(NC(=O)c2ccco2)cc1C	0.5	-20	0	-1	-1	0	22	-11	1	-18
C=CCNC(=S)N/N=C/c1ccc(C(F)(F)F)cc1	-0.6	-21	8	-9	14	6	10	1	0	1
O=C(N/N=C1/CC2C=CCC12)c1ccc(Br)o1 (stereo not drawn)	4.9	-47	-11	22	-3	5	23	12	1	-83
C=CCn1c(SCC(=O)Nc2nc3ccccc3s2)nc(O)c(CC)c1=O	-0.2	-9	1	-1	1	-2	30	-4	3	15
CCCCn1c(N)c(N(CCOC)C(=O)c2ccc(N3CCCC3)c([N+](=O)[O-])c2)c(=O)[nH]c1=O	-0.3	.	.	-3	8	.	12	-1	.	7
Cc1ccc(Nc2nc(C(=O)NCc3ccco3)cs2)cc1	0.7	-73	9	0	-3	7	10	5	-3	-27
COc1cc(C(N)=O)ccc1OCc1ccccc1	-42	-60	0	7	-9	0	?	13	0	-23
COc1ccc(/C=C2\CCCc3c2nc2ccccc2c3C(=O)O)cc1OC	0.2	-26	-7	-7	-2	2	-5	-3	4	-8
CCCOP(=O)(c1ccc(N(C)C)cc1)C(O)c1cc(OC)ccc1OC (stereo not drawn)	-0.2	-18	-7	0	7	-1	12	-4	-1	-1
CC1(C)OC(=O)N(CCC(=O)Nc2cccc(F)c2)C1(C)O (stereo not drawn)	0.2	-16	-2	5	2	-2	24	-4	1	9
Cc1csc(CN(C)C(=O)CC2C(=O)NCCN2CC(C)(C)C)n1 (stereo not drawn)	-0.4	-11	-8	2	3	2	-2	-5	1	10
Cc1ccc(C)c(NC(=O)CNC(=O)N2CC(=O)Nc3ccccc32)c1	0.3	-36	-4	0	6	-4	12	2	-3	6
CSc1ccccc1NC(=O)c1cc(CC(C)C)on1	3.1	-3	1	1	1	2	18	18	-3	-178
Next section.
SMILES	HIF activator	KLF5 inhibitor	HDAC3 inhib	HSF1 activator	Platelet DG rel	IEC-6 tox	AI-2 QS modul	HSF1 inh	HSP90 refold inh	aSyn 5UTR inh
Cc1ccc(C2C(C#N)=C(N)Oc3cc4c(cc32)OCO4)cc1 (stereo not drawn)	4.4	-10	1	-2	-3	-3	-4	-1	0	-10
Oc1cc2c(cc1CN1CCN(c3cccc(C(F)(F)F)c3)CC1)CCC2	-0.3	-15	3	-3	15	-1	26	1	-1	0
C=CCNC(=O)c1ccc(C(=O)c2ccccc2)cc1	0.9	-49	-1	28	-2	0	20	2	4	-9
CCOc1ccc2nc(C)cc(Nc3ccc4c(c3)OCCO4)c2c1	-36	3	-1	27	-8	10	33	6	3	-28
COc1ccc(S(=O)(=O)N2CCN(C(=O)CN3C(=O)NC(C)(c4ccc5ccccc5c4)C3=O)CC2)cc1 (stereo not drawn)	-0.8	.	2	-7	1	.	7	4	.	8
OC(CNCc1ccccc1)Cn1ccc2ccccc21 (stereo not drawn)	-0.5	-19	-1	-1	-1	-10	11	-11	0	-4
Cc1ccc(C)c(SCC(=O)NNC(=O)c2csc(N3CCOCC3)n2)c1	-0.2	-28	3	4	-7	-3	7	1	1	11
CCOC(=O)c1cn(CC(=O)Nc2ccccc2C(=O)OCC)nn1	-0.1	-37	-2	19	-8	-3	-6	7	0	-14
CCc1cc2ccccc2nc1SCC(=O)NC1CCCC1	-0.3	-28	5	13	-2	-2	38	11	2	15
O=C(/C=C/Nc1ccc(F)cc1)c1ccco1	2.3	13	4	14	24	-2	-1	4	-2	-144
O=[N+]([O-])c1ccc(OCc2cccc(COc3ccc([N+](=O)[O-])cc3)n2)cc1	-0.4	-18	-2	-24	-4	-3	13	-20	1	37
C[N+](C)(C)CCCN1C(=O)CCCC1=O	0.9	8	-1	-4	.	-4	12	-5	0	8
CCNC(=O)CC1SC(=Nc2ccc(C)cc2)N(CC)C1=O (stereo not drawn)	0.1	-15	-7	12	-11	0	12	-5	-3	6
COc1ccc(CCC(=O)N2CCN(S(=O)(=O)c3ccc4ccccc4c3)CC2)cc1	0.2	-21	-2	4	16	3	14	-4	0	-2
CCOc1cc(Br)cc(C(c2c(C(=O)O)[nH]c3ccccc23)c2c(C(=O)O)[nH]c3ccccc23)c1O	0.4	-22	5	-7	-9	-5	15	-11	-2	-6
Brc1cccc(OCCCCn2cncn2)c1	0.3	-46	-4	-1	-4	4	-2	1	3	5
CC(C)(O)C#Cc1ccc(C(=O)N2CCN(C(=O)c3ccco3)CC2)cc1	-0.5	7	-5	-1	7	-1	16	-8	4	-5
Cc1ccccc1Nc1nc(N)nc(CSc2nncn2C)n1	0.7	-8	1	16	12	1	12	-7	-4	-16
CNc1c(NS(=O)(=O)c2ccc(C(C)(C)C)cc2)c(=O)oc2ccccc12	0.4	16	7	4	-6	1	13	4	-4	7
COc1ccc(C(=O)Nc2cccc(N(C)S(C)(=O)=O)c2)cc1OC	.	-75	4	20	-2	3	23	17	2	-168
COc1ccc(CCNC(=O)COC(=O)Cn2cnc3ccccc3c2=O)cc1	-0.1	-8	-5	0	-2	-1	1	3	2	-8
COc1ccc(C(=O)NCCCOc2cccnc2)cc1OC1CCN(C(C)=O)CC1	0.6	-7	-2	6	-8	-1	-7	-1	0	-9
CO/N=C/C(=N\Nc1ccc(OC)cc1)C(=O)c1ccc(F)cc1	0.2	3	-1	-14	1	-2	13	-2	-1	4
Cc1ccc(-c2ccc3c(c2)S(=O)(=O)c2ccccc2C3=O)cc1	1.3	.	14	11	-1	.	0	14	.	-156
Cc1ccc(C(=O)Nc2ccccc2-c2ccccc2)cc1S(=O)(=O)Nc1cccc(C)c1C	-0.7	4	3	16	1	-4	36	7	4	56
(list continues)
SMILES	HIF activator	KLF5 inhibitor	HDAC3 inhib	HSF1 activator	Platelet DG rel	IEC-6 tox	AI-2 QS modul	HSF1 inh	HSP90 refold inh	aSyn 5UTR inh
CC1(C)Cc2cccc(OCC(=O)N3CCN(c4cccc(Cl)c4)CC3)c2O1	-0.3	.	4	5	6	.	5	0	.	1
O=C(NCc1nnc(SCC(=O)N2CCN(c3ccccc3)CC2)o1)c1ccc(F)cc1	0.4	-6	1	-1	-16	3	-11	-5	2	-19
CCOc1ccc(OCCCC(=O)NC2=NCCS2)cc1	0.0	-1	9	1	-2	2	16	4	0	12
O=C(NCc1ccc(Cl)cc1)Nc1ccc(F)cc1	2.3	-47	6	2	1	0	?	-2	-2	-19
O=C(c1cc(COc2c(F)cccc2F)on1)N1C[C@H]2CC[C@H]1C2	4.5	-178	-1	56*	-23	-2	-45	29	-1	-114
O=C(c1nc2ccccn2c1CNCC1OCCc2ccccc21)N1CCOCC1 (stereo not drawn)	-0.1	-40	-2	7	3	-3	3	1	0	2
Cc1ccc(NC(=O)CC2SC(=Nc3ccc(O)cc3)NC2=O)cc1 (stereo not drawn)	-0.1	-9	-3	14	-1	-5	7	3	1	17
CCOc1ccccc1NC(=O)N1CCC(NC(=O)C2CCCCC2)CC1	-1.4	-6	.	6	-2	1	8	0	-1	-6
C/C(=C\C(=O)C(F)(F)F)Nc1ccc(C(F)(F)F)cc1	0.3	0	-1	0	2	-2	42	1	3	-40
CC1(C)CC(=O)C/C(=N/NC(=O)COc2ccc(Cl)cc2Cl)C1	1.0	-25	1	5	-6	0	23	6	0	2
COCCN1C=C(C(=O)OC)C(c2ccc3c(c2)OCO3)C(C(=O)OC)=C1	-0.1	6	-3	-5	-3	-4	28	3	2	2
O=C(NCc1ccncc1)Nc1ccccc1F	0.3	13	3	6	5	12	15	-3	2	-30
O=C(CS(=O)(=O)c1ccccc1)Nc1nccs1	0.1	-11	3	12	-18	-10	32	-1	1	-5
CCOC(CCn1c(SCC(=O)Nc2cc(C)on2)nc2ccccc2c1=O)OCC	-0.2	-19	-1	7	1	0	21	3	-1	-25
COc1cccc(C2/C(=C(/O)c3ccc(F)cc3)C(=O)C(=O)N2CCN(C)C)c1 (stereo not drawn)	-0.1	-34	1	.	-3	1	6	.	-2	-5
COc1ccc(/C=C(/C#N)C(=O)Nc2cccnc2)cc1OC	-0.3	-29	-2	-7	-2	0	15	4	-1	-4
Cc1cc(C)cc(OCc2nnc(SCC(=O)c3ccc(Br)cc3)o2)c1	0.6	5	-3	24	7	3	-3	16	-1	-14
CCOC(=O)C1CCCN(CC(=O)Nc2cccc(C(C)=O)c2)C1 (stereo not drawn)	-0.2	-11	-1	-2	1	8	-2	-8	1	-8
Cn1c(=O)c2[nH]c(-c3ccccc3O)nc2n(C)c1=O	0.4	-3	-3	5	-1	1	18	3	2	-20
COc1ccc(-c2noc3c2-c2nc(-c4ccc(C)cc4)sc2CC3)cc1	0.7	.	1	-6	3	.	13	-7	.	4
O=c1c(-c2nnc(SCc3ccc(Cl)c(Cl)c3)o2)cccn1Cc1ccccc1	-0.1	11	-11	22	-2	0	-16	7	-4	2
COc1ccc(C(=S)N2CCN(c3ccccc3C)CC2)cc1	0.7	-6	1	26	6	-1	-4	5	-1	4

Reprinted at random: 3 compounds from above.
SMILES	HIF activator	KLF5 inhibitor	HDAC3 inhib	HSF1 activator	Platelet DG rel	IEC-6 tox	AI-2 QS modul	HSF1 inh	HSP90 refold inh	aSyn 5UTR inh
O=C(CS(=O)(=O)c1ccccc1)Nc1nccs1	0.1	-11	3	12	-18	-10	32	-1	1	-5
CC1(C)Cc2cccc(OCC(=O)N3CCN(c4cccc(Cl)c4)CC3)c2O1	-0.3	.	4	5	6	.	5	0	.	1
CC1(C)CC(=O)C/C(=N/NC(=O)COc2ccc(Cl)cc2Cl)C1	1.0	-25	1	5	-6	0	23	6	0	2
